RPL19A-GFP yeast = yeast TOR pathway RPL19A-GFP modulation; 330,000 tested, 0.3% active; S. cerevisiae RPL19A-GFP strain, flow cytometry, 3 h; stronger effect = lower value; percent response vs DMSO, % at 10 µM;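 active = percent response vs DMSO below 50%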;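 note: median channel GFP fluorescence of the barcoded RPL19A-GFP strain; ratio of sample median GFP to plate DMSO average so 100% = DMSO; lower means less RPL19A-GFP as with rapamycin TOR inhibition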
LAP4 TOR yeast = yeast TOR pathway LAP4-GFP modulation; S. cerevisiae LAP4-GFP multiplex, flow cytometry GFP, 3 h; median GFP as percent of DMSO wells; GFP response vs DMSO, % at 10 µM; 320,000 tested, 0.34% active; AID 2023;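 active = GFP response vs DMSO above a set limit, about the screen mean plus 3 SD, cut at about 150% in these data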
MEP2 TOR yeast = alters MEP2-GFP fluorescence in TOR pathway yeast screen | S. cerevisiae MEP2-GFP strain, flow cytometry GFP, 3 h; 100% = DMSO control level | GFP response vs DMSO, % at 10 µM | 330,000 tested, 0.51% active;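 active = GFP response versus DMSO above a set limit, roughly screen mean plus 3 SD, cut at about 180% in these data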;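 note: median GFP fluorescence of the barcode-gated MEP2-GFP cells per well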
EBNA-1 inhibitor = blocks EBNA-1 binding to DNA | EBNA-1 DNA binding, fluorescence polarization | inhibition, % at 14.8 µM | 300,000 tested, 0.34% active; in the data active = inhibition above about 28%
procasp3 activ = activates human procaspase-3. 330,000 tested, 0.11% active. AID 463141. recombinant procaspase-3 D3A, Ac-DEVD-pNA absorbance 405 nm. activation, % at 8.5 µM. P42574;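 active = activation above the mean of all tested compounds plus 3 SD, cut at about 21% in these data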;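 note: 0% = DMSO alone and 100% = DMSO wells spiked with extra 5 µM PC-3 D3A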
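System: Procaspase-3 D3A mutant. Medium: Zinc-free 300 mM NaCl, 50 mM HEPES, 0.01% Triton X-100. Schedule: 1 h preincubation plus 2 h reaction at 25 °C. Measured by: 405 nm absorbance of p-nitroaniline, reads at 0 and 120 min. Read-out: percent activation relative to control range.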
AHR act = activators of human aryl hydrocarbon receptor; P35869; AID 2796; AHR-responsive luciferase reporter cells, luminescence; 320,000 tested, 2.5% active; activation, % at 5 µM; in the data active = activation above about 47%;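 note: 0% = vehicle wells and 100% = reference agonist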
Target sequence (P35869 whole entry, looked up): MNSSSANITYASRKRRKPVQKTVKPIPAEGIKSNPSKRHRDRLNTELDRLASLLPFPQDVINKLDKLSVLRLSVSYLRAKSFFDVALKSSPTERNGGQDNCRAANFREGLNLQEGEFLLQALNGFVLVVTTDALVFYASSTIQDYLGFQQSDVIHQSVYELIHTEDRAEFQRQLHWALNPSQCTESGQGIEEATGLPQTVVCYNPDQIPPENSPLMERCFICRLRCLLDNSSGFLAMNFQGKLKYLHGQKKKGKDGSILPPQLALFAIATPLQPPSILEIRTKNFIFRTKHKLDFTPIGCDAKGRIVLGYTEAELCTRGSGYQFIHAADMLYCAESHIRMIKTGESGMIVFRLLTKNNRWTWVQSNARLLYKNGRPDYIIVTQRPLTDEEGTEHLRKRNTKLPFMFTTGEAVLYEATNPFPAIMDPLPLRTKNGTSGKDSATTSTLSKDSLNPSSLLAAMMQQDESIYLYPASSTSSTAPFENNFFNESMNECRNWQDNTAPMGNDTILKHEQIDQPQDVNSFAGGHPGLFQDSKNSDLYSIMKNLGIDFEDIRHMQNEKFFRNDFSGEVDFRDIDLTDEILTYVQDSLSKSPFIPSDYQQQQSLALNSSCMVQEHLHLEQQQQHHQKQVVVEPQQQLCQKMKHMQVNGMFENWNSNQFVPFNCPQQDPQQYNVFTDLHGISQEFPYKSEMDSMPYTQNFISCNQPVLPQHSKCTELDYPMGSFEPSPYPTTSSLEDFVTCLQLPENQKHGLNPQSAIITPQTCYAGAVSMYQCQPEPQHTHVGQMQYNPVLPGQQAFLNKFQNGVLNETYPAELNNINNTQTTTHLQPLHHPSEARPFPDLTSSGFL
ZTA DNA inh = ZTA (EBV) inhibition in EBNA-1 counter-screen. inhibition, % at 11 µM. AID 2234. ZTA-DNA binding, fluorescence polarization. 320,000 tested, 0.15% active; in the data active = inhibition above about 33%
procasp7 counter = counter-screen for procaspase-3 activators: activators of human procaspase-7; P55210; recombinant procaspase-7, Ac-DEVD-pNA absorbance 405 nm; D23A/D198A/D206A triple mutant, cannot self-cleave; scale: DMSO 0, 5 µM enzyme 100; 330,000 tested, 0.093% active; activation, % at 8.5 µM;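 active = percent activation above the screen-wide mean plus 3 SD, cut at about 25% in these data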
Target sequence (P55210 whole entry D23A/D198A/D206A): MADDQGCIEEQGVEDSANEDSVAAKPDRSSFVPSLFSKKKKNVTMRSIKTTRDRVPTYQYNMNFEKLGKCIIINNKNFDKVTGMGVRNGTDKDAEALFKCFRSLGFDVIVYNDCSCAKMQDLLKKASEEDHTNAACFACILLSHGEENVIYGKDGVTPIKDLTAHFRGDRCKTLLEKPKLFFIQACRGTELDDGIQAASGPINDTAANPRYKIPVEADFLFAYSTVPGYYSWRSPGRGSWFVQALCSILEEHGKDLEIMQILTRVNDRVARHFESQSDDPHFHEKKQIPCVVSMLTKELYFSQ
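Material: Procaspase-7 triple mutant (PC-7 D3A) | Quantity: 2 µM procaspase-7 mutant as dispensed | Reagent: DEVD-pNA substrate | Times: 1 h preincubation, 2 h reaction | Technique: 405 nm absorbance of p-nitroaniline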
* hit, by the source's call; x = no result given; [ ] = remark or other dose. Rows are unselected; overall some 3.8% were active at least once.

SMILES	RPL19A-GFP yeast	LAP4 TOR yeast	MEP2 TOR yeast	EBNA-1 inhibitor	procasp3 activ	AHR act	ZTA DNA inh	procasp7 counter
C[C@@H]1COC(=O)[C@H](Cc2ccc(F)cc2)C/C=C\C[C@@H](CC(=O)NCCO)C(=O)N1	93	94	98	x	4	-1	x	-2
CC(C)[C@H](NC(=O)c1c(F)cccc1F)C(=O)N1CCN(c2ccc(F)cc2)CC1	108	93	99	-5	16	-1	-3	2
O=C(NCCCN1CCCC1)c1ccc2c(Cl)c3c(nc2c1)CCCC3	102	88	104	-14	14	2	1	7
COC(=O)c1ccc(N2OC3(C)C=CC2CC3)cc1 (stereo not given)	107	99	103	8	-12	-1	6	-4
COC(=O)Cn1c(SCc2ccccc2)nc2ccccc21	101	97	101	1	-1	0	-3	1
COc1ccccc1-n1cnnc1SCC(=O)N1CCN(S(=O)(=O)c2ccccc2)CC1	104	104	106	3	1	5	7	4
O=S(=O)(NCc1ccc2c(c1)OCO2)c1ccc2c(c1)oc1ccccc12	103	111	106	-7	0	3	3	-2
O=C(CSc1nnc(-c2ccccc2F)o1)N1CCCC1	103	94	104	9	7	4	7	6
CCC(OCC(O)CN1CCN(CCN2C(=O)c3cccc4cccc(c34)C2=O)CC1)c1ccccc1 (stereo not given)	x	x	x	1	2	-8	-6	-9
CN(CC(=O)Nc1ccccc1Cl)C(=O)COC(=O)/C=C/c1cccc(C(F)(F)F)c1	102	107	109	x	5	-2	-12	0
Cc1ccc(N(C(=O)CS(=O)CC(=O)Nc2ccc(F)cc2)C(C(=O)NC2CCCCC2)c2ccco2)cc1 (stereo not given)	103	97	106	0	4	2	1	6
CC(=O)Nc1ccc(S(=O)(=O)N2CCSC2c2ccc(Cl)cc2)cc1 (stereo not given)	98	97	109	-7	4	8	-6	10
O=C(NCC1CC1)c1ccc2c3n(nc2c1)-c1ccccc1CO3	98	105	91	-4	6	-8	-1	8
CN(C)c1nc(N)nc(CSc2nc3cc(Cl)ccc3o2)n1	96	115	101	2	-10	26	5	1
CCOC(=O)Cc1cn(C(=O)OC(C)(C)C)c2ccccc12	98	87	92	x	8	2	-6	14
COc1ccc(OCC(=O)N2c3ccc(C)cc3C3CN(C)CCC32)cc1 (stereo not given)	104	83	105	-10	-1	0	-1	-5
CC(Oc1ccc(Br)cc1)C(=O)N1CCC(C(N)=O)CC1 (stereo not given)	86	88	95	5	-9	-2	0	-4
NC(=S)N=Nc1c(O)[nH]c2cc(F)c(F)cc12	99	92	98	4	6	-2	13	4
O=C1CN(S(=O)(=O)c2cc(C(=O)O)ccc2Cl)c2ccccc2N1	102	91	99	3	-8	6	-7	-5
N#Cc1c(NC(=O)c2ccccc2Cl)n(Cc2ccccc2)c2nc3ccccc3nc12	104	99	103	9	-20	6	14	-23
COc1ccccc1NC(=O)NCCCN1CCN(c2cccc(Cl)c2)CC1	93	100	96	-5	0	0	-3	9
COc1ccc2c(c1)c(=O)oc1c(C)c(OCC(=O)N3CCc4ccccc4C3)ccc12	98	95	114	5	2	-2	5	4
COc1ccc(CNc2nc(NCc3ccc(OC)cc3)n(C(=O)c3ccccc3[N+](=O)[O-])n2)cc1	97	91	96	3	-3	1	0	5
O=C(OCCCCN1C(=O)c2ccccc2C1=O)c1ccc(Br)o1	92	94	90	-2	3	-1	-2	7
Cc1cccc(Oc2nc3ccccn3c(=O)c2/C=C(\C#N)C(=O)NC2CCS(=O)(=O)C2)c1C (stereo not given)	105	102	105	-5	-1	9	-4	-3
Cc1cc(C)n2cc(CSc3nnnn3-c3ccc(Cl)cc3)nc2n1	98	98	100	1	4	8	-2	9
CCSc1nnc([C@@H]2CCCN2C(=O)OC(C)(C)C)o1	93	101	93	-5	-6	5	-1	8
CCc1ccc(CN2CCN(C(=O)c3ccco3)CC2)cc1	92	x	103	5	-3	2	3	1
Cc1ccc2c(c1)[C@H]1[C@H](CO2)[C@H](c2ccccc2)[C@]2(C)C(=O)Nc3ccccc3C(=O)N12	101	103	92	x	2	3	x	-3
O=C(NCc1ccc(F)cc1)N1CCN(S(=O)(=O)c2ccccc2F)CC1	99	95	102	3	2	1	-1	0
CCOc1cc(/C=C2/C(=N)N3OC(C)=CC3=NC2=O)ccc1OCCOc1ccccc1	87	90	111	1	-3	3	11	11
Cc1ccc(S(=O)(=O)NC2CC2)cc1[N+](=O)[O-]	102	88	111	-12	10	1	-1	7
Cc1ccc(NC(=O)CSc2nn(-c3ccccc3)c(=S)s2)cc1S(=O)(=O)N(C)C	97	86	98	7	0	3	-1	3
Cc1cccc(NC(=O)CSCC(=O)N(C)CCOc2ccc(Cl)cc2)c1	99	109	104	-20	-4	0	-2	0
Cc1cc(C=C2C(=O)CCCC2=O)c(C)n1-c1ccccc1	101	95	84	2	1	-1	12	-4
CSCCC(NC(=O)c1occc1C)C(=O)O (stereo not given)	102	104	106	3	0	1	10	7
C=CCc1ccccc1OCC(O)CN1CCN(c2ccc(OC)cc2)CC1 (stereo not given)	102	105	105	-6	5	-1	-5	8
O=c1c2cc(F)ccc2sn1-c1ccccc1	101	126	97	x	-21	19	-14	-31
COc1ccc(C(=O)/C=C/Nc2ccc(C)cn2)cc1OC	99	103	102	8	-1	-1	-2	2
COc1ccc(C(=O)Nn2c(SCC(=O)NCc3ccco3)nc3ccccc3c2=O)cc1	98	96	97	-5	-1	-2	-31	17

Look-ups from the entries so far:
Entry for `Cc1cccc(Oc2nc3ccccn3c(=O)c2/C=C(\C#N)C(=O)NC2CCS(=O)(=O)C2)c1C` (stereo not given) under MEP2 TOR yeast: 105
Entry for `CSCCC(NC(=O)c1occc1C)C(=O)O` (stereo not given) under AHR act: 1
Entry for `Cc1ccc(NC(=O)CSc2nn(-c3ccccc3)c(=S)s2)cc1S(=O)(=O)N(C)C` under AHR act: 3

Retrieved by structure from above, 3 records:
SMILES	RPL19A-GFP yeast	LAP4 TOR yeast	MEP2 TOR yeast	EBNA-1 inhibitor	procasp3 activ	AHR act	ZTA DNA inh	procasp7 counter
CCOc1cc(/C=C2/C(=N)N3OC(C)=CC3=NC2=O)ccc1OCCOc1ccccc1	87	90	111	1	-3	3	11	11
COc1ccc2c(c1)c(=O)oc1c(C)c(OCC(=O)N3CCc4ccccc4C3)ccc12	98	95	114	5	2	-2	5	4
Cc1cccc(Oc2nc3ccccn3c(=O)c2/C=C(\C#N)C(=O)NC2CCS(=O)(=O)C2)c1C (stereo not given)	105	102	105	-5	-1	9	-4	-3

Whole records as entered above.
Listed for CC(C)[C@H](NC(=O)c1c(F)cccc1F)C(=O)N1CCN(c2ccc(F)cc2)CC1 : RPL19A-GFP yeast = 108; LAP4 TOR yeast = 93; MEP2 TOR yeast = 99; EBNA-1 inhibitor = -5; procasp3 activ = 16; AHR act = -1; ZTA DNA inh = -3; procasp7 counter = 2
Listed for Cc1ccc(S(=O)(=O)NC2CC2)cc1[N+](=O)[O-] : RPL19A-GFP yeast = 102; LAP4 TOR yeast = 88; MEP2 TOR yeast = 111; EBNA-1 inhibitor = -12; procasp3 activ = 10; AHR act = 1; ZTA DNA inh = -1; procasp7 counter = 7

Further structures:
SMILES	RPL19A-GFP yeast	LAP4 TOR yeast	MEP2 TOR yeast	EBNA-1 inhibitor	procasp3 activ	AHR act	ZTA DNA inh	procasp7 counter
CC(C)(C)CNC(=O)c1ccc2c(c1)S(=O)(=O)c1cc(Cl)ccc1C2=O	100	102	97	x	1	1	3	22
CCc1c(O)nc(SCC(=O)NCc2ccco2)[nH]c1=O	39*[may fluoresce violet]	204*[may fluoresce violet]	678*[may fluoresce violet]	-5	0	14	-22	10
O=C(NC1CCN(Cc2ccccc2)CC1)C(NS(=O)(=O)c1cccc2nsnc12)c1ccccc1 (stereo not given)	110	105	103	-5	-7	4	-12	0
Fc1ccc(COc2cccc(-c3n[nH]c(=S)o3)c2)cc1	97	105	103	8	-8	0	3	-12
O=C(N/N=C/C=C/c1cccc([N+](=O)[O-])c1)c1ccncc1	101	101	96	4	-3	3	-5	1
CC(NCC(O)COc1ccccc1)C1COc2ccccc2O1 (stereo not given)	103	86	105	-5	3	-1	3	0
COc1ccc(Cn2ccnc2SCC(=O)Nc2nnc(C)s2)cc1	108	96	105	3	4	-5	-9	-3
Cc1ccccc1Cn1nnc(-c2ccc(C(=O)O)cc2)n1	102	109	108	-4	-1	-1	-5	-3
O=C(CN1CCN(C(=O)c2ccco2)CC1)Nc1ccc2c(c1)OCCO2	97	84	89	1	1	1	-11	-8
COc1cccc(-c2nn(C)c3sc(C(=O)N4CCN(c5ccccc5)CC4)cc23)c1	96	91	102	1	-8	9	-13	4
CC(=O)Nc1ccc(N=C(C2=C(O)c3ccccc3C2=O)c2ccccc2)cc1	108	87	106	2	-4	64*	-9	3
COc1ccc(-c2cc3ccccc3oc2=O)cc1NC(=S)NC(=O)c1ccc2c(c1)OCCO2	102	108	103	23	2	4	6	-12
Cc1cccc(C)c1OCc1cc(C(=O)N2CCN(c3ccccn3)CC2)no1	85	93	89	-2	4	6	-11	7
O=C(NNS(=O)(=O)c1ccccc1Cl)C1COc2ccccc2O1 (stereo not given)	92	94	95	x	-7	5	x	9
C/C=C/C=N/NC(=O)CN(c1ccc(Br)cc1)S(=O)(=O)c1ccccc1	95	101	109	8	10	3	8	-4
CC1(C)C(C=C(Cl)Cl)C1C(=O)N1CCN(c2ccccc2)CC1 (stereo not given)	95	123	101	-8	2	-4	-10	-2
CC(=O)N1c2ccc(S(=O)(=O)N3CCC(C(=O)Nc4cccc(C)c4C)CC3)cc2CC1C (stereo not given)	102	108	102	7	-1	0	5	-4
CCc1cc(=O)[nH]c(-n2[nH]c(-c3ccccc3)cc2=O)n1	102	102	104	12	-1	4	14	-5
Cn1nccc1CNC(=O)c1c(Cl)cnn1C	107	103	100	3	5	1	-6	-11
CC(C)CN(CC(C)C)S(=O)(=O)N1CCC(C(=O)NCc2ccccn2)CC1	100	97	104	-3	-2	-1	-3	-11
CCNc1nc(NCC)n2c(SCC(=O)Nc3ccc(Br)cc3F)nnc2n1	99	116	95	7	-15	5	1	-10
Cc1cc(C(=O)CSc2nnc(-c3cccc(F)c3)n2N)c(C)n1Cc1ccc2c(c1)OCO2	97	99	98	0	0	26	8	-1
CCOC(=O)CNC(=O)CSc1nnc(-c2cccc(OC)c2)n1CC	101	96	94	-8	1	0	6	4
C=CCn1c(=S)sc2c(=O)[nH]c(C)nc21	99	108	95	-10	2	-2	-7	5
COc1ccc(C(=O)c2nc3c(n2O)CCCC3)cc1OC	96	93	101	1	3	4	-17	-7
COc1ccc(NC(=O)N2CCC(n3cnc4ccccc43)CC2)cc1	103	99	103	-3	3	2	-3	15
CCCC(=O)N1CCN(c2nc3ccccc3s2)CC1	89	91	90	-2	13	-2	2	-10
Cc1ccsc1C(=O)N1CCC(CO)(Cc2ccccc2)CC1	101	95	110	-4	-5	1	-1	5
CCCOc1ccc(/C(O)=C2/C(=O)C(=O)N(c3cc(C)on3)C2c2ccc(C(=O)OC)cc2)cc1 (stereo not given)	103	85	103	0	11	-3	-1	-10
O=C(N=C1SCC(=O)N1c1ccccc1)c1ccco1	105	100	105	3	-7	-1	0	-1
C1=C2C[N+]3(CCCC3)CC2Cc2ccc3ccccc3c21 (stereo not given)	105	111	107	2	-1	4	9	13
COc1ccccc1NC(=O)CCCc1c[nH]c2ccccc12	100	93	105	4	-3	7	4	-1
CC1Cc2ccccc2N1CC(=O)N(C)c1c(N)n(Cc2ccccc2)c(=O)[nH]c1=O (stereo not given)	99	101	101	x	2	8	0	-3
COc1ccccc1/C=N\Nc1ccccc1[N+](=O)[O-]	39*[may fluoresce violet]	x	299*[may fluoresce violet]	10	-6	79*	0	5
O=C(CN(c1ccccc1)S(=O)(=O)c1ccc(Cl)cc1)Nc1ccccc1C(=O)N1CCCC1	104	102	102	9	4	1	-6	0
O=C(CN1C(=O)c2ccc(Br)cc2C1=O)NCC1CCCO1 (stereo not given)	104	87	86	-17	-5	4	0	5
COc1cc(CN(C)Cc2cccc3ccccc23)cc([N+](=O)[O-])c1O	106	84	114	-4	-14	2	-12	-2

Compound activity: PubChem, several laboratories
